# Screens as filed in PubChem BioAssay.
# NCOA2 inhibitor = human SRC2 (NCOA2) inhibition. AID 651957. HEK293 GAL4-SRC2 luciferase reporter, luminescence. Q15596. 370,000 compounds, 0.17% hits. inhibition, % at 9 µM;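 active = inhibition above the mean inhibition of all tested compounds plus 3 SD, set per campaign, cut at about 52% in these data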;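 note: 0% = DMSO treated cells and 100% = cells given Gossypol at 36 µM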
# LRH-1 inv ag = NR5A2 inverse agonism in reporter assay | O00482 | HEK293T StAR-luciferase reporter, LRH-1 transfected, 24 h | inhibition, % at 3.6 µM | 360,000 compounds, 0.13% hits;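 active = inhibition above the mean inhibition of all tested compounds plus 3 SD, cut at about 73% in these data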;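 note: 0% = DMSO wells and 100% = reporter-only cells lacking LRH-1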
# SRC3 inh = inhibits human SRC3 coactivator; Q9Y6Q9; HEK293 GAL4-SRC3 luciferase reporter, luminescence; inhibition, % at 3.6 µM; 360,000 compounds, 0.17% hits;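 active = inhibition above a per-campaign cutoff, the mean of all compounds plus 3 SD, cut at about 60% in these data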;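 note: 0% = DMSO-treated cells and 100% = gossypol-treated cells at 36 µM; higher means less SRC3-driven luciferase light from the GAL4 reporter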
# NR2F2 inh = blocks human COUP-TFII nuclear receptor | AID 686940 | 370,000 compounds, 0.7% hits | inhibition, % at 8.6 µM | HEK293T NGFI-A luciferase reporter, luminescence;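 active = inhibition above a per-plate cutoff, mean inhibition of test wells between control levels plus 3 SD, cut at about 38% in these data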;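 note: cells cotransfected with COUP-TFII expression vector driving the NGFI-A reporter; 0% = median of COUP-TF2 test wells and 100% = reporter-only cells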
# Target sequence (P24468 whole entry, looked up): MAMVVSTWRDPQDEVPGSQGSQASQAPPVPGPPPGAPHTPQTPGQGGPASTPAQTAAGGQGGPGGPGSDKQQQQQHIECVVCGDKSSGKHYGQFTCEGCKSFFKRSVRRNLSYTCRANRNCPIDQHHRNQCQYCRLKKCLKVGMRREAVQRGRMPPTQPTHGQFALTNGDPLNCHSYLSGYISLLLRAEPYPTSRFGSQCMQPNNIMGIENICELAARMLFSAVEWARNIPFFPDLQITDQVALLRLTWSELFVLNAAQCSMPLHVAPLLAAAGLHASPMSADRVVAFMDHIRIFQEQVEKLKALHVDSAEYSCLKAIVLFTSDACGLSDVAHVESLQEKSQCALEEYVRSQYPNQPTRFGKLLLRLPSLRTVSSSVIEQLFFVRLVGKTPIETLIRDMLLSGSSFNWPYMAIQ
# TROY NFkB inh = blocks TROY-dependent signaling in reporter cells. Q293 LMP1-TROYcd NF-kB luciferase reporter, 4 h. inhibition, % at 10 µM. 360,000 compounds, 0.98% hits. AID 1347056;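 active = compounds whose plate-normalised and pattern-corrected inhibition of the luciferase reporter signal at the single screening dose is 50% or more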
# NOD2 RIPK2 PPI = inhibitors of human NOD2-RIPK2 interaction | inhibition, % at 4.98 µM | CHO BLA complementation NOD2-RIPK2, CCF4 ratio | 360,000 compounds, 0.38% hits | AID 624267 | O43353; in the data active = inhibition above about 21%;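 note: 0% = vehicle only and 100% = reference blocker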
# Target sequence (O43353 whole entry, looked up): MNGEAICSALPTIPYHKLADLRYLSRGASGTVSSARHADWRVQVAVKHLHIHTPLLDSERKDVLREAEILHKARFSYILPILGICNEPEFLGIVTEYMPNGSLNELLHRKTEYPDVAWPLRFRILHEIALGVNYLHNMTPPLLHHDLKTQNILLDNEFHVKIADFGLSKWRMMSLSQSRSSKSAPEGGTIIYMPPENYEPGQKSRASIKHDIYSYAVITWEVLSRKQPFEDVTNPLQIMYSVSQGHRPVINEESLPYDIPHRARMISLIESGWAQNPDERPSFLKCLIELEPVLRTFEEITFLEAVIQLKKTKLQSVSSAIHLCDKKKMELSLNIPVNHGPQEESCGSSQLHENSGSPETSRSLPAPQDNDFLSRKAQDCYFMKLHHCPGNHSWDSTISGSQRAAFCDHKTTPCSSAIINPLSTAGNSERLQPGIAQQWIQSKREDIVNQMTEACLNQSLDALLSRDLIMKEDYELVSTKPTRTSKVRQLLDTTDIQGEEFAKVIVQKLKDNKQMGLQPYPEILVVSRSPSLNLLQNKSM
# SRC1 inh = human NCOA1 inhibition | Q15788 | HEK293 GAL4-SRC1 luciferase reporter, luminescence | inhibition, % at 3.6 µM | 360,000 compounds, 0.12% hits | AID 588354;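 active = inhibition above the campaign mean plus 3 SD, with each screening campaign given its own cutoff, cut at about 60% in these data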;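 note: 0% = DMSO treated cells and 100% = gossypol at 36 µM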
# Granule exo inh = lytic granule exocytosis inhibition; TALL-104 LAMP-1 surface exposure, flow cytometry; cells stimulated with thapsigargin and PMA; inhibition, % at 10 µM; 360,000 compounds, 0.66% hits;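 active = inhibition above about 55%, limit read from the data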
# TLR9-MyD88 block = blocks human TLR9 binding to MyD88; CHO BLA complementation TLR9-MyD88, CCF4 FRET ratio; AID 504734; inhibition, % at 4.98 µM; 340,000 compounds, 0.21% hits;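 active = inhibition above the mean over all tested compounds plus 3 SD, cut at about 21% in these data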;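 note: 0% = DMSO only wells and 100% = clavulanate BLA inhibitor control wells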
# TWEAK Fn14 block = TWEAK-Fn14 signaling inhibition | TWEAK-stimulated Fn14 reporter cells, luciferase luminescence, 8 h | inhibition, % at 10 µM | 360,000 compounds, 2% hits | AID 1159606; in the data active = inhibition above about 50%
# ABHD5 PLIN5 PPI = inhibitors of human ABHD5-perilipin-5 interaction. Q00G26+Q8WTS1. Split G. princeps luciferase complementation, luminescence, 4 h. inhibition, % at 4 µM. 360,000 compounds, 0.78% hits. AID 602281;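 active = inhibition above the mean inhibition across every tested compound plus 3 SD, cut at about 22% in these data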;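 note: 0% = DMSO only wells and the 100% control is not disclosed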
# Active calls of the source: *; · = not tested or not shown. Not all compounds are listed (hit frequency here may not be typical).
SMILES,NCOA2 inhibitor,LRH-1 inv ag,SRC3 inh,NR2F2 inh,TROY NFkB inh,NOD2 RIPK2 PPI,SRC1 inh,Granule exo inh,TLR9-MyD88 block,TWEAK Fn14 block,ABHD5 PLIN5 PPI
CC(=O)c1ccc(S(=O)(=O)NCc2ccc(C(=O)NCC(c3ccccc3)N(C)C)cc2)cc1 (stereo unspecified),-24,-7,4,-26,-9,0,-15,5,11,39,4
COc1ccc(C)cc1N(C(=O)COc1cccc(F)c1)c1nc2ccccc2s1,-2,12,13,0,17,0,-9,0,-2,-12,-7
CCCc1ccc(OCc2ccc(C(=O)O)o2)c(OC)c1,-29,-202,-85,-20,-55,-8,-122,-2,5,16,-4
COCCCn1c(SCC(=O)O)nc2cc(OC)c(OC)cc2c1=N,-16,15,17,-25,7,-7,-2,0,·,-21,0
Cc1ccc(O)c(C(=O)c2cnn(C(=O)Cc3csc(C)n3)c2)c1,21,-4,-18,-12,7,-6,-10,4,-2,26,8
O=C(Nc1ccc(F)cc1)Nc1ccc2c(c1)CCC2,-57,-95,-48,-45,-44,-14,-89,-8,-9,-23,2
Cc1cccc(NC(=O)CSCC(=O)N2CCN(Cc3ccc4c(c3)OCO4)CC2)c1,4,8,18,13,-7,17,32,-12,0,-5,5
CCC(=O)NNc1ccc(Br)cc1,-5,4,19,12,1,2,-21,2,-3,-8,2
Fc1ccc(-c2csc3ncnc(Cl)c23)cc1,-5,-1,7,7,12,12,-7,1,-3,8,3
CC(C)CNC(=O)c1cc2nc(C3CC3)cc(C(F)(F)F)n2n1,6,3,-23,-10,1,-3,-3,-1,0,12,3
COc1ccc(NC(=O)CN(c2ccccc2F)S(=O)(=O)c2ccc(C)cc2)cc1,19,-4,6,-3,-12,-5,10,12,-5,29,-9
COc1ccc(S(=O)(=O)N2CCN(C(=O)c3cc(C)nc4ccccc34)CC2)cc1OC,15,-26,1,11,14,13,-24,-1,0,3,1
CCn1c(SCc2ccc(OC)c(F)c2)nc2ccccc2c1=O,1,18,19,-2,22,9,-20,28,-3,-18,0
OC(c1ccccc1)(c1nc(-c2ccc(F)c(Cl)c2)cs1)C(F)(F)F (stereo unspecified),-25,8,-12,10,9,-8,5,-1,·,31,-14
COc1ccccc1NC(=O)N(Cc1cc2cc(OC)c(OC)cc2[nH]c1=O)CC1CCCO1 (stereo unspecified),-16,10,6,4,-2,-5,6,3,4,-1,-20
CCc1ccc2nc(N=C(N)N)nc(C)c2c1,4,13,30,5,-3,-2,17,-3,3,7,7
NC(=O)C1CCCN(C(=O)c2ccc(-c3cccc(Cl)c3Cl)o2)C1 (stereo unspecified),-50,-95,-57,-50,-58,-4,-68,-5,0,-20,-1
O=C(Nc1cccc(C(F)(F)F)c1)C1CCN(S(=O)(=O)c2ccc(N3CCCC3=O)cc2)CC1,-3,-9,7,27,-3,1,10,1,8,6,3
COC(=O)Cc1csc(Nc2ccc(Cl)cc2)n1,-22,-53,-37,-16,-48,4,-53,14,9,-8,-1
CCc1nc2c(OCC(=O)C(C)(C)C)cccn2c1N(C)C(=O)c1ccc(C)cc1,-35,-2,4,-4,-6,3,3,-5,·,-10,-3
CCn1ccnc1C(O)c1cccc(OC)c1 (stereo unspecified),17,4,16,-2,10,-14,5,-2,-5,-2,0
CC(C)(C)NC(=O)Cn1nnc(-c2ccccc2Cl)n1,-40,-129,-28,-13,-79,-4,-57,-4,10,-23,1
CN(C)CC/C=C1\c2cc(Cl)ccc2Sc2cc(F)c(F)cc21,-32,4,15,-19,-1,-1,-25,15,5,15,9
COc1cccc(CNC(=O)CSc2ccc(-c3ccccn3)nn2)c1,-18,-6,16,25,-19,-1,14,0,1,0,-4
Cc1ccccc1NS(=O)(=O)c1ccc(NC(=O)c2ccco2)cc1,8,11,4,-16,26,5,14,1,-5,18,0
# Additional compounds.
SMILES,NCOA2 inhibitor,LRH-1 inv ag,SRC3 inh,NR2F2 inh,TROY NFkB inh,NOD2 RIPK2 PPI,SRC1 inh,Granule exo inh,TLR9-MyD88 block,TWEAK Fn14 block,ABHD5 PLIN5 PPI
COc1ccc(Cl)cc1C(=O)NNC(=O)CSc1nncn1C,-18,13,1,-8,6,4,-1,1,3,-6,-1
O=C(O)COc1ccc(/C=N/NC(=O)c2cn(-c3ccccc3)nc2-c2ccccc2)cc1,-14,3,-2,-34,20,4,3,-4,-6,-11,0
Cc1ccc(NC(=O)c2nc[nH]c2C(=O)Nc2ccccc2F)cc1,-16,11,-5,1,-7,0,12,-6,-1,4,4
O=[N+]([O-])c1cc(Br)ccc1C[n+]1ccccc1,-12,-24,13,1,1,-6,-17,-5,0,6,8
O=C(Nc1ccnn1C1CCN(Cc2ccc(F)cc2)CC1)C1CC1,-19,9,6,-7,14,-4,2,2,-3,4,-2
O=C(NC1CCCCCCC1)C1CCCN(S(=O)(=O)c2cnc[nH]2)C1 (stereo unspecified),-44,3,10,7,-23,-5,-2,-2,-1,5,-2
CC(C)NC(=O)c1ccccc1NC(=O)Cc1ccc(Br)cc1,12,25,22,4,-21,6,16,-4,-3,17,10
O=C(NCc1cccnc1)Nc1ccc(Br)cc1,-13,-29,6,9,-74,-13,-17,-3,-6,-16,1
CCN(CC)CCCNc1nc(CN2CCOCC2)nc2sc3c(c12)CCC3,7,-16,20,-13,-9,-9,8,-2,-4,6,-6
Clc1ccc(-n2ncc3c(NCc4ccccn4)ncnc32)cc1,-22,-16,-28,-31,-82,-3,-25,0,10,-16,5
COc1ccccc1CCNC(=O)c1nc(-c2cccs2)no1,-64,-63,-25,-18,-34,-13,-54,-6,-3,7,3
COc1cccc(CNc2ccc3c(c2)ncn3C(C)C)c1OC,-68,-91,-70,-58,-44,-4,-79,-1,-2,14,-7
COc1ccc(C(C)=O)cc1CSc1nc2ccccc2c(=O)n1-c1ccccc1C,-5,8,9,-19,0,24*,-14,0,-3,8,3
Nc1ccc(O)c(-c2nc3ccccc3s2)c1,-20,-39,-36,-18,-9,3,-37,-1,0,12,-13
C/C(=N\O)C1/C(=N/O)CC2C1C2(C)C (stereo unspecified),6,-11,3,-6,0,4,-23,-1,-1,4,-4
Cc1cc(Cl)ccc1OCCCC(=O)NNC(=O)c1ccncc1,-9,15,9,-19,-22,-14,-6,-2,5,13,-4
O=C1Cc2cc(S(=O)(=O)N3CCN(c4ccccc4)CC3)ccc2N1,-4,21,10,16,6,-4,8,-2,5,11,-1
Cc1noc(C)c1COc1cccc(C(=O)N2CCc3ccccc32)c1,14,-3,14,11,-16,1,-2,0,10,-3,3
COc1cc(CNC(C)C)c(Br)cc1OC1CCCC1,8,-2,7,-9,-11,4,-9,3,4,0,3
O=C(CSc1nnc(-c2ccc(Br)cc2)o1)Nc1cccc(C(=O)O)c1,-34,-124,-65,-14,-69,-5,-90,0,11,-29,1
CC(=O)Nc1ccc(S(=O)(=O)N(C)CC(=O)OCC(=O)NCc2ccco2)cc1,-12,5,20,10,-22,1,1,4,6,4,3
O=C(CCNc1cccc(F)c1)c1cccc([N+](=O)[O-])c1,-6,-9,-6,0,3,-5,-3,22,-21,-24,-3
Nc1ccc(S(=O)(=O)Nc2ccccn2)cc1,-29,-21,-6,-8,-5,-6,-8,0,-2,-25,1
COc1ccc(OC)c(S(=O)(=O)NCC2CCCO2)c1 (stereo unspecified),15,-3,4,3,10,-14,-8,1,-1,21,4
FC(F)(F)c1ccccc1NC(=S)Nn1cnnc1,20,-38,3,2,5,-13,-3,2,-3,8,-2
# The results go on.
SMILES,NCOA2 inhibitor,LRH-1 inv ag,SRC3 inh,NR2F2 inh,TROY NFkB inh,NOD2 RIPK2 PPI,SRC1 inh,Granule exo inh,TLR9-MyD88 block,TWEAK Fn14 block,ABHD5 PLIN5 PPI
CCCCCCSc1cc(-c2nc3cnccn3c2NCc2ccccc2)ccc1OC,·,-14,-6,·,-13,10,-20,10,18,-3,-3
CNC(=O)/C(C#N)=C/c1c(F)cccc1Cl,-12,-1,-5,0,-50,-7,-8,-6,7,-33,15
O=C(NCCN1CCCCC1)c1c(O)c2ccccc2[nH]c1=O,-19,2,-16,-6,-8,-1,-8,0,-2,-5,-9
COc1cc(Cl)c(C)cc1NC(=O)CSc1ccc(C)cc1,·,3,-1,·,-13,-2,12,9,0,19,-8
Cc1ccc(NC(=O)COC(=O)[C@@H]2CCCN2C(=O)c2cccs2)cc1S(=O)(=O)N(C)C,5,7,14,-9,20,-7,-9,1,1,-12,-6
CC1(C)Cc2c(c(-c3ccco3)nc3sc4c(NCCN5CCOCC5)ncnc4c23)CO1,7,14,8,17,4,-11,3,31,6,6,7
Cc1ccc(C(=O)C(C(=O)/C=C/c2ccccc2)=C2SCCCS2)cc1,40,44,26,26,-2,5,28,1,2,46,31*
O=c1[nH]c(SCc2ccc(F)cc2Cl)nc2ccccc12,13,-5,-14,16,1,0,-8,-1,-1,10,-5
Cc1ccc(NC(=O)C(=O)NCCCN2CCCC2=O)cc1,-37,-82,-83,-43,-49,6,-128,0,-12,26,7
CCOc1ccc(N2C(=O)CC(N3CCC(O)(c4ccc(Br)cc4)CC3)C2=O)cc1 (stereo unspecified),14,-4,-3,0,12,-8,0,0,-4,10,4
Cc1ccc(NC(=O)CSc2nc(=O)n3cc(C)ccc3n2)c(C)c1,-3,-6,-4,-2,-8,-8,-15,3,3,-2,-1
COC(=O)c1ccc(/C=C(/NC(=O)c2ccccc2)C(=O)N2CCOCC2)cc1,-22,-19,-10,-17,-6,3,-9,2,4,-13,1
CCOc1ccc(C(=O)Nc2ccc(S(=O)(=O)Nc3cc(C)on3)cc2)cc1,-20,-26,-13,2,4,5,18,-3,6,4,-8
O=C(c1cccc(Cl)c1)N1CCC(=O)N(C(COCc2ccccc2)Cc2ccccc2)CC1 (stereo unspecified),-13,5,-9,6,17,1,-21,-2,-10,12,5
CCOc1cc(S(=O)(=O)N2CCN=C2Cc2ccccc2)ccc1F,-22,13,-31,-23,1,-5,2,1,5,2,-5
COCCN(Cc1cc2cc3c(cc2nc1Cl)OCO3)C(=O)Nc1ccc(OC)cc1,-8,13,2,-2,11,-10,-4,-1,6,9,-1
O=C(Nc1ccc2c(c1)OCO2)c1cccc2c1C(=O)N(C1CCCCC1)C2,-5,12,-4,-14,-24,-9,11,8,·,7,-5
COC(=O)CCCC(=O)N1CCCC(C(=O)c2ccccc2SC)C1 (stereo unspecified),-3,3,10,-6,-9,-9,-2,0,7,4,4
CCn1cnc2scc(-c3ccccc3)c2c1=O,-26,-2,16,-19,-1,3,-3,0,6,20,-2
O=C1C2C3C=CC(C3)C2C(=O)N1c1ccccc1 (stereo unspecified),15,17,-8,5,19,2,-7,0,1,-2,-1
NC(=O)C1CCCN(C(=O)c2cccc(NC(=O)c3cccs3)c2)C1 (stereo unspecified),-8,-10,13,-11,-39,6,-19,3,-3,5,3

# Molecules shown so far with two or more sulfur atoms (2):
SMILES,NCOA2 inhibitor,LRH-1 inv ag,SRC3 inh,NR2F2 inh,TROY NFkB inh,NOD2 RIPK2 PPI,SRC1 inh,Granule exo inh,TLR9-MyD88 block,TWEAK Fn14 block,ABHD5 PLIN5 PPI
Cc1ccc(NC(=O)COC(=O)[C@@H]2CCCN2C(=O)c2cccs2)cc1S(=O)(=O)N(C)C,5,7,14,-9,20,-7,-9,1,1,-12,-6
Cc1ccc(C(=O)C(C(=O)/C=C/c2ccccc2)=C2SCCCS2)cc1,40,44,26,26,-2,5,28,1,2,46,31*
